Compound activity deposited in PubChem by National Center for Advancing Translational Sciences (NCATS).
RXFP1 antagonist = qHTS Assay for Antagonists of the Relaxin Receptor RXFP1; Relaxin receptor 1 (Homo sapiens), Q9HBX9; HEK293-RXFP1, relaxin-stimulated cAMP HTRF, 30 min; stronger effect = lower value; activity change, negative = inhibition, % at 57.5 µM; 350,000 tested, 0.59% active; AID 1259400, 2018;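 active means activity change of -60% or lower, but not beyond a set lower limit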; further: on the % scale 0 is the no-effect control and ±100 the full control effect
Target sequence (Q9HBX9 whole entry, looked up): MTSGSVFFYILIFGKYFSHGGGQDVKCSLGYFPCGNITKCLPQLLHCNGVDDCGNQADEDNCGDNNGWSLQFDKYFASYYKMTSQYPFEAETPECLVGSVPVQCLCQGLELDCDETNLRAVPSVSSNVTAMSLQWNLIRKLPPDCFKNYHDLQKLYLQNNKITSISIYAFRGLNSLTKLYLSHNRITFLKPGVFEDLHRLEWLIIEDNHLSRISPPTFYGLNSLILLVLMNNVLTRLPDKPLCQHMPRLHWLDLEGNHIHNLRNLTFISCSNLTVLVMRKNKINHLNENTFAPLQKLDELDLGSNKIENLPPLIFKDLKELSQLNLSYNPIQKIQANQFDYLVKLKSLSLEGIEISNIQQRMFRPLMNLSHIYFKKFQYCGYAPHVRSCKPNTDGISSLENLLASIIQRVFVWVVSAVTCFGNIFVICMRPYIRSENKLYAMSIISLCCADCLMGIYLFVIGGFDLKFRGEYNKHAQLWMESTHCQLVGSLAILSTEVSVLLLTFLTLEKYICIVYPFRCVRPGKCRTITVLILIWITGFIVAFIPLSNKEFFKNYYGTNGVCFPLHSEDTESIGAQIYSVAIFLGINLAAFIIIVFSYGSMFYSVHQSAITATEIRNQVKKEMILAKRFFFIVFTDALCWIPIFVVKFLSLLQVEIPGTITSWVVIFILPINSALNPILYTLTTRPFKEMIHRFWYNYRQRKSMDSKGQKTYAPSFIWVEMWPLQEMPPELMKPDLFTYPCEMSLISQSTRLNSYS
RXFP1 agonist = qHTS Assay for Agonists of the Relaxin Receptor RXFP1; HEK293T-RXFP1 cAMP TR-FRET, 30 min; response scale: percent of porcine relaxin response, buffer zero; Potency, µM (titrated, usually from 57.5 µM), for inactives: at the top dose activation, hits mostly activators; 370,000 tested, 0.3% active; active means well fitted activation curve with a large enough effect; further: potency means the concentration at half of the fitted maximal effect; on the % scale 0 is the no-effect control and ±100 the full control effect; nearly all actives have a fitted effect of over 60% in size; many of its hits are not listed in these tables
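cAMP rise read by TR-FRET after 30 min, 37C compound exposure (up to 58 uM) in RXFP1-transfected HEK293 cells with Ro 20174 present. EC50 from Hill-equation fits, with 29 nM porcine relaxin as 100% and buffer as basal.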
TRHR PAM = qHTS for Small Molecule Agonists and Allosteric Enhancers of Human TRH Receptor: Primary Screen for Enhancers; 360,000 tested, 0.66% active; Thyrotropin-releasing hormone receptor (Homo sapiens), P34981; AID 493056, 2011; enhancement, % at 2 µM; TRHR cells, fluo-8 calcium fluorescence, EC20 TRH enhancement; in the data active means enhancement above about 30%; further: 0% is about no effect
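TRHR-expressing cells loaded with fluo-8 calcium dye were read kinetically (ex 480/em 530) during compound addition, then stimulated with an EC20 of TRH (10 nM final). Enhancement of the Gq-mediated intracellular calcium response was scored.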
D2 ag = HTS Assay for Allosteric Agonists of the Human D2 Dopamine Receptor: Primary Screen for Agonists; D(2) dopamine receptor (Homo sapiens), P14416; AID 485358, 2010; activation, % at 2 µM; HEK293 T-REx D2 cells, calcium flux agonist mode; 340,000 tested, 0.53% active;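 active means activation over 3 SD above normal in the single-dose calcium agonist read, cut at about 30% in these data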; further: 0% is about no effect
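Tetracycline-induced HEK293 T-REx cells with force-coupled D2 receptor, plated overnight at 30 C, loaded with no-wash calcium dye. After a 10 s baseline, compound was pin-added and calcium flux read kinetically for 180 s; calcium rises flagged agonists.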
D1 potentiator = Potentiators of Human D1 Dopamine Receptor: qHTS | HEK293 TREx D1 cells, calcium flux, dopamine EC20 potentiation | potentiation, % at 10 µM | 360,000 tested, 0.036% active; in the data active means potentiation above about 30%; further: 0% is about no effect
D2 PAM = HTS Assay for Positive Allosteric Modulators of the Human D2 Dopamine Receptor: Primary Screen for Potentiators; 340,000 tested, 0.34% active; AID 485347, 2010; HEK293 T-REx D2, calcium flux, EC20 dopamine potentiation; potentiation, % at 10 µM;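 active means potentiation over 3 SD above the plate norm, cut at about 30% in these data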; further: 0% is about no effect
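Using a no-wash calcium dye in inducible, force-coupled HEK293 Trex cells expressing D2, we tracked fluorescence each second for 180 s after compound, then for 180 s after EC20 dopamine to detect augmented signalling.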
D1 ag = Allosteric Agonists of the Human D1 Dopamine Receptor: qHTS; 360,000 tested, 1% active; activation, % at 2 µM; HEK293 T-REx D1 cells, calcium flux, agonist mode; in the data active means activation above about 30%; further: 0% is about no effect
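Inducible HEK293 T-REx D1 cells, force-coupled to calcium signalling, were plated at 4000 cells/well with tetracycline and held overnight at 30 C. After no-wash calcium dye loading, compound-evoked calcium rise over 180 s flagged agonists.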
D2 antag = HTS Assay for Allosteric Antagonists of the Human D2 Dopamine Receptor: Primary Screen for Antagonists; inhibition, % at 10 µM; 340,000 tested, 2% active; AID 485344, 2010; HEK293 TREx D2 cells, calcium flux, dopamine EC80; in the data active means inhibition above about 30%; further: 0% is about no effect
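Calcium flux kinetic readout in an inducible HEK293 TREx D2 line plated overnight at 30 C. After 180 s compound exposure, an EC80 dopamine challenge follows with another 180 s kinetic read to detect antagonism.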
D1 antag = Antagonist of Human D 1 Dopamine Receptor: qHTS | HEK293 TREx D1 cells, calcium flux, dopamine EC80; stronger effect = lower value | AID 504652, 2011 | activity change, negative = inhibition, % at 10 µM | 360,000 tested, 3.2% active; in the data active means activity change below about -30%; further: on the % scale 0 is the no-effect control and ±100 the full control effect
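Antagonism measured as reduced calcium response to an EC80 dopamine addition following 180 s compound pre-read; cells were inducible HEK293 Trex D1 plated overnight at 30 C, read kinetically at 1 cycle/sec.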
* marks the source's active call; other numbers are inactive results; . = no result given; & = joins results of further samples.

SMILES | RXFP1 antagonist | RXFP1 agonist | TRHR PAM | D2 ag | D1 potentiator | D2 PAM | D1 ag | D2 antag | D1 antag
COc1ccc(/C=C/c2cc(=O)c3cc(Cl)ccc3o2)cc1 | 7 | 0.9% | -3 | 0.3 | -8 | -6 | 5 | 12 | -1
COc1ccc(CS(=O)(=O)CC(C)(O)c2ccccc2Cl)cc1 (stereo not drawn) | 11 | -0.4% | 6 | 0.7 | -8 | 4 | 1 | -1 | -13
O=C(O)C1CC(=O)N(c2ccc(OCc3ccc(Br)cc3)cc2)C1 (stereo not drawn) | -6 | -0.1% | 9 | 0.4 | 4 | 0 | 3 | -13 | -6
Cc1nnc(-c2cnn(C)c2N)n1Cc1ccc2c(c1)OCO2 | 15 | 1.5% | -10 | 0.2 | -5 | 5 | 0 | -19 | 5
COc1ccc(C(=O)N/C(=C\c2cn(C)c3ccccc23)C(=O)NCCCn2ccnc2)cc1OC | 1 | 1.4% | 17 | 0.3 | 10 | 3 | 1 | -22 | -10
CCn1cc(C(=O)N(C)c2ccc(C(C)C)cc2)c2cc(OC)c(OC)cc2c1=O | . | 3.4% | 9 | -1.2 | 0 | 9 | 4 | . | 17
CCOc1ccc(C(=O)NNC(=O)C2CC(=O)N(c3ccc(C)cc3)C2)cc1 (stereo not drawn) | 14 | -1.5% | 2 | -0.8 | -3 | -3 | 1 | -15 | -14
O=C1/C(=C/c2ccsc2)N2CCC1CC2 | 11 | 1.0% | 28 | . | -3 | . | 1 | . | 7
Cc1cc(C(=O)OCC(=O)Nc2cc(S(=O)(=O)N(C)C)ccc2C)c(C)o1 | . | -0.3% | 7 | -1.4 | -2 | 3 | 0 | 13 | 10
COCCNC(=O)Nc1ccc2nc(-c3cccs3)c(-c3cccs3)nc2c1 | -7 | -1.2% | -8 | -1.2 | 1 | -5 | 2 | -15 | 6

Some values from the results shown.
Result of COc1ccc(C(=O)N/C(=C\c2cn(C)c3ccccc23)C(=O)NCCCn2ccnc2)cc1OC under D1 potentiator: 10
Result of O=C(O)C1CC(=O)N(c2ccc(OCc3ccc(Br)cc3)cc2)C1 (stereo not drawn) under TRHR PAM: 9
Result of CCn1cc(C(=O)N(C)c2ccc(C(C)C)cc2)c2cc(OC)c(OC)cc2c1=O under D2 ag: -1.2
Result of COc1ccc(/C=C/c2cc(=O)c3cc(Cl)ccc3o2)cc1 under D2 PAM: -6
Result of Cc1cc(C(=O)OCC(=O)Nc2cc(S(=O)(=O)N(C)C)ccc2C)c(C)o1 under D1 potentiator: -2
Result of COc1ccc(CS(=O)(=O)CC(C)(O)c2ccccc2Cl)cc1 (stereo not drawn) under D1 antag: -13

Of the compounds above, these contain four or more nitrogen atoms.
SMILES | RXFP1 antagonist | RXFP1 agonist | TRHR PAM | D2 ag | D1 potentiator | D2 PAM | D1 ag | D2 antag | D1 antag
Cc1nnc(-c2cnn(C)c2N)n1Cc1ccc2c(c1)OCO2 | 15 | 1.5% | -10 | 0.2 | -5 | 5 | 0 | -19 | 5
COc1ccc(C(=O)N/C(=C\c2cn(C)c3ccccc23)C(=O)NCCCn2ccnc2)cc1OC | 1 | 1.4% | 17 | 0.3 | 10 | 3 | 1 | -22 | -10
COCCNC(=O)Nc1ccc2nc(-c3cccs3)c(-c3cccs3)nc2c1 | -7 | -1.2% | -8 | -1.2 | 1 | -5 | 2 | -15 | 6

The list goes on:
SMILES | RXFP1 antagonist | RXFP1 agonist | TRHR PAM | D2 ag | D1 potentiator | D2 PAM | D1 ag | D2 antag | D1 antag
CCOC(=O)N1CCN(C(=O)CSCc2nc(-c3ccccc3C)oc2C)CC1 | 0 | 0.3% | 8 | -0.4 | -5 | 0 | 9 | 3 | -34*
N#Cc1ccc(NC(=O)C2Cc3ccccc3CN2S(=O)(=O)c2ccc(F)cc2)cc1 (stereo not drawn) | -5 | 0.3% | 5 | -0.4 | -3 | 7 | 3 | . | -12
CCCNC(=S)NC1CC2CCCC(C1)N2Cc1ccc(F)cc1 (stereo not drawn) | -6 | 1.0% | 2 | 0.0 | -3 | -21 | 7 | 81* | -7
Cc1cc(C(=O)N2CCN(c3ccccc3F)CC2)c2c(C)nn(-c3ccccc3)c2n1 | -5 | 0.6% | -3 | 0.4 | -3 | -4 | 4 | . | 13
CCCOc1ccc(CSC(=N)N)cc1C(=O)OC | -5 | 3.5% | 3 | 2.8 | -3 | 1 | 3 | -9 | 12
COc1ccccc1NC(=S)NC(C)=O | 2 | 0.6% | -3 | 1.3 | -6 | -11 | 0 | -4 | .
CC(=O)NS(=O)(=O)c1ccc(N)cc1 | -1 | -0.7%&-0.2% | 16&-11 | 0.9&0.5 | -6&-7 | -3&6 | 2&-2 | -7&3 | 3&-10
CNc1c(NC(=O)C2CCC(C)CC2)c(=O)oc2ccccc12 (stereo not drawn) | 1 | -0.4% | -1 | 0.5 | 4 | -9 | 3 | -9 | 12
O=C(NCCCn1ccnc1)C(=O)Nc1ccccc1 | -5 | -1.1% | 1 | 0.0 | -2 | 1 | 0 | -9 | -14
CCNC(=O)COC(=O)c1cc(S(=O)(=O)N2CCCc3ccccc32)ccc1Cl | -10 | 1.9% | -6 | 0.3 | 4 | 6 | 3 | -1 | 0
Cc1ccc(C(=O)N/C(=C\c2ccco2)C(=O)NCC2CCCO2)cc1C (stereo not drawn) | 0 | 0.7% | 10 | 0.1 | -3 | -1 | 3 | -3 | 9
CCC(=O)N/N=C/c1ccc(-c2ccc([N+](=O)[O-])cc2)o1 | 5 | 7.6% | 2 | 0.3 | -1 | 4 | 4 | 14 | 0
Cc1ccc(S(=O)(=O)O/N=C2\CCCc3ccccc32)cc1 | -1 | 0.7% | -2 | 0.4 | 1 | -4 | 4 | 18 | -8
Cc1ccc(-c2nnc(-c3ccccc3)c(N3CCOCC3)n2)cc1 | -22 | -3.3% | 8 | -0.2 | 1 | 0 | 3 | -8 | 7
COc1ccccc1CN(C)C(=O)c1ccc(S(=O)(=O)NCc2ccco2)cc1 | 4 | 2.2% | 3 | 0.1 | -6 | 7 | 3 | 1 | -18
CCCSc1ccc2nc(NC(=O)OC)[nH]c2c1 | -7 | 20% | 6 | 2.2 | -3 | 5 | 0 | 6 | 3
COc1ccccc1NC(=O)Cc1noc(CN(C)Cc2cccs2)n1 | 4 | 1.0% | -1 | . | -8 | . | 0 | . | -12
N#Cc1nc(Nc2cccc(C(F)(F)F)c2)nc(NC2CCCC2)n1 | . | . | -2 | . | -3 | . | 7 | . | -11
CCCC(=O)NC(c1ccc(OC)c(OC)c1)c1c(O)ccc2ccccc12 (stereo not drawn) | 6 | 2.9% | 0 | 0.0 | 4 | 6 | 0 | -15 | -4
COc1ccc(-c2nnc(SCc3ccccc3F)o2)cc1 | -13 | -0.7% | -9 | -1.2 | 0 | -9 | 3 | 4 | 1
CC(C)c1ccc(NC(=O)CN2CCN(C(=O)C3CCCO3)CC2)cc1 (stereo not drawn) | -7 | 2.0% | 2 | 1.7 | -7 | -10 | 4 | 5 | 2
C[C@H](NC(=O)c1ccccc1)C(=O)Nc1nc(-c2ccccn2)cs1 | -14 | 0.7% | 3 | -0.8 | -3 | 9 | 5 | -12 | 1
O=C(N/N=C/c1cn(-c2ccccc2)nc1-c1cccnc1)c1ccccc1 | -7 | -0.8% | -6 | 0.0 | -6 | 7 | 1 | -14 | -4
CC(Oc1ccccc1F)C(=O)NNC(=O)c1cc2ccccc2o1 (stereo not drawn) | 5 | 1.3% | 0 | -1.0 | 0 | -7 | 0 | -4 | -5
O=C(Nc1ccccc1Cl)c1ccc2nsnc2c1 | -3 | 5.0% | 1 | -0.3 | 1 | 4 | -1 | 8 | 0
O=C1CC(C(=O)O)S/C(=N\N=C\c2ccc(Br)cc2)N1 (stereo not drawn) | 21 | -2.4% | 0 | -0.3 | 1 | -3 | 0 | -5 | 0
COc1cccc(-c2nc3ccccc3c(=O)n2NC(=O)c2cccnc2Cl)c1 | 6 | 2.0% | 1 | -0.4 | 1 | 12 | 7 | -8 | 14
CCCS(=O)(=O)N1CCN(Cc2ccco2)CC1 | 3 | 2.3% | -5 | 0.1 | -1 | 16 | 0 | -14 | 8
Fc1ccc(CO/N=C2\CCCc3nonc32)cc1 | 12 | 0.3% | 21 | 0.3 | 9 | 16 | 3 | 11 | 6
Nc1ccccc1Sc1c[nH]c2ccccc12 | -14 | 2.9% | -6 | . | -4 | . | 2 | . | -4
O=C(NN=C1CCCC1)c1cccc(O)c1 | 3 | 1.8% | 9 | 0.2 | -8 | -1 | 2 | -2 | -20
NC(CCCCCP(=O)(c1ccccc1)c1ccccc1)C(=O)O (stereo not drawn) | -2 | 0.2% | 0 | 0.7 | -6 | 6 | 2 | 1 | -7
CCCCn1c(=N)n(CC(O)c2ccccc2)c2ccccc21 (stereo not drawn) | -8 | 3.1% | 27 | -0.9 | -6 | -12 | 9 | -12 | 0
C=CCn1c(SCC(=O)c2ccc(Cl)cc2)nnc1-c1ccc2c(c1)OCO2 | -11 | 0.5% | -9 | 2.7 | -4 | 0 | 11 | -1 | 7
CCCCn1nnnc1NCc1cccs1 | 12 | 0.1% | -4 | 0.1 | -3 | 13 | 1 | 14 | -4
O=C(/C=C/c1ccco1)NC(=S)Nc1ccccc1O | -18 | 2.1% | 1 | . | -12 | . | 3 | . | 0
Cc1ccnc(NC(c2ccccc2F)c2ccc3cccnc3c2O)c1 (stereo not drawn) | . | -0.9% | 8 | . | -5 | -6 | 1 | . | 2
COc1cccc(C(=O)CC(=O)C(=O)Nc2cc(OC)c(OC)c(OC)c2)c1 | . | -2.4% | 0 | 0.9 | -6 | 6 | 0 | -23 | 8
COc1ccc(OC)c(S(=O)(=O)N2CCNCC2)c1 | 1 | -4.0% | -4 | 1.2 | -2 | 6 | 4 | -10 | -1
Cc1ccn2c(c1)nc(=O)c1cc(S(=O)(=O)N3CCC(C)CC3)ccc12 | 28 | 3.3% | 6 | 0.4 | 0 | 7 | 0 | -1 | 16
CCCCNC(=S)NCC(c1ccccc1)c1c[nH]c2ccccc12 (stereo not drawn) | -9 | 1.0% | 12 | . | 0 | -9 | 2 | . | -9

Some of the compounds tested; count on the stated rates, not on these rows.
